Screening results (PubChem BioAssay)
TIM10 inh: growth inhibitors of TIM10 yeast strain. 1.4% of 330,000 active. S. cerevisiae TIM10 strain growth, BacTiter-Glo luminescence, 24 h. inhibition, % at 10 µM;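 active means inhibition of 40% or more at the single tested concentration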;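 further: wild-type TIM10 isogenic control strain grown at permissive 25 °C; 0% = DMSO yeast wells and 100% = minimal medium wells without yeast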
NLRP3 yeast inh: NALP3 inhibition in yeast; Yeast reconstituted NLRP3/ASC/caspase-1, beta-gal luminescence, 24 h; 0.39% of 330,000 active; inhibition, % at 10 µM; AID 2825;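 active means inhibition of 50% or more; inactive means inhibition below 50%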;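 further: plate controls were induced DMSO wells for no effect and uninduced yeast grown without galactose for full effect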
mIAP activ: increases mouse intestinal alkaline phosphatase activity | muIAP, CDP-Star luminescence, 30 min; active compounds read high; 1 = vehicle-only enzyme signal, 0 = enzyme-free wells | activation factor at 10 µM | 0.24% of 330,000 active;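 active means activation factor of at least 2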; further: the source names both 10 and 20 µM as test concentration; values of inactives mirror those of a sister screen read the other way
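System: Mouse IAP enzyme | Also added: CDP-Star substrate | Dosing: Compounds dispensed in DMSO | Schedule: 30 min enzyme-substrate-compound incubation at room temperature | Technique: Chemiluminescence readout | Control set: DMSO-only wells and no-enzyme negative control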
hIAP block: human IAP inhibition. P09923. inhibition, % at 10 µM. 0.12% of 330,000 active. purified IAP, CDP-Star luminescence, 30 min;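 active means inhibition reaching a set limit with compound at 10 µM in the primary screen, cut at about 35% in these data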;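 further: plate controls were DMSO wells with enzyme for no effect and no-enzyme buffer wells for full effect; values of inactives mirror those of a sister screen read the other way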
A3A deaminase: inhibitors of human APOBEC3A DNA deaminase. 0.41% of 330,000 active. P31941. inhibition, % at 20 µM. recombinant A3A, FAM/TAMRA ssDNA deamination fluorescence;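 active means at least 40% inhibition at 20 µM here, with at most 30% in a related deaminase screen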;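 further: plate controls were A3A with DMSO for no effect and wells lacking A3A enzyme for full effect; some results filed as inactive read as strong as hits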
Target sequence (P31941 whole entry, looked up): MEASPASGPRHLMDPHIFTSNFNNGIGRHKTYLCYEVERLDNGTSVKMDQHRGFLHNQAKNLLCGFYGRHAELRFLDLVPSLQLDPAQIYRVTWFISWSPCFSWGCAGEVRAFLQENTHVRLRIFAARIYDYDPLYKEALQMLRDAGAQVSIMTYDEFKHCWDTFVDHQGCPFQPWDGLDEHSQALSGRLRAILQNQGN
mIAP inh: mouse IAP inhibition | purified mouse IAP, CDP-Star luminescence, 30 min | inhibition, % at 10 µM | 0.2% of 330,000 active | AID 2806;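 active means inhibition of at least 40% at 10 µM in the primary screen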;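 further: plate controls were DMSO with enzyme for no effect and no enzyme wells for full effect; values of inactives mirror those of a sister screen read the other way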
beta cell repl: MIN6 beta-cell proliferation induction. MIN6 cells proliferation, ATPlite luminescence, 48 h; cells starved in 0.2% serum; 100% = growth in 10% serum. 0.29% of 330,000 active. proliferation, % at 10 µM;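 active means compounds whose signal lies at least 3.5 SD above the mean of all wells on their plate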;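 further: 0% = DMSO-treated cells in low-serum medium and 100% = 10% serum control; some compounds called inactive have numbers as strong as hits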
tim10-1 inh: tim10-1 yeast growth inhibition; inhibition, % at 20 µM; 2.2% of 330,000 active; S. cerevisiae tim10-1 ts strain growth, BacTiter-Glo, 24 h; AID 463190;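 active means inhibition of at least 40%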;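 further: mutant grown at 25 °C; 0% = DMSO wells with yeast and 100% = wells holding no yeast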
A3G deaminase: APOBEC3G (human) deaminase inhibition; Q9HC16; 0.28% of 330,000 active; inhibition, % at 20 µM; recombinant A3G, ssDNA deamination FAM/TAMRA fluorescence;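 active means inhibition of at least 40% at 20 µM, with no more than 30% in the related APOBEC3A deaminase screen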;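 further: plate controls were DMSO wells with A3G for no effect and wells lacking A3G enzyme for full effect; some compounds called inactive have numbers as strong as hits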
Target sequence (Q9HC16 whole entry, looked up): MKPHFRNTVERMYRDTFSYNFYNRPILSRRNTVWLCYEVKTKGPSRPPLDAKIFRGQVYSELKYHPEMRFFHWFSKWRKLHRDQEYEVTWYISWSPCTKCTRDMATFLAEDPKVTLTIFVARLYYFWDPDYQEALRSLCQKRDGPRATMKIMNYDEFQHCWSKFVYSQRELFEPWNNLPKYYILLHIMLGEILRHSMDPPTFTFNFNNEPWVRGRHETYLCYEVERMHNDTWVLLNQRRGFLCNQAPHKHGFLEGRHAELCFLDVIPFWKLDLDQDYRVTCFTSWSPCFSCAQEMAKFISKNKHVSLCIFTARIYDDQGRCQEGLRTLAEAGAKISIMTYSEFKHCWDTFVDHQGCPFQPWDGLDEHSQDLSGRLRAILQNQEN
An asterisk follows results filed as active.

SMILES	TIM10 inh	NLRP3 yeast inh	mIAP activ	hIAP block	A3A deaminase	mIAP inh	beta cell repl	tim10-1 inh	A3G deaminase
COc1ccc(N2CC(C(=O)Nc3cccc(OC(C)C)c3)CC2=O)cc1 (stereo not drawn)	-3	22	1	-11	-1	-4	-2	6	-5
Cc1ccc(C2C(C#N)=C(N)N(N(C)C)C3=C2C(=O)CCC3)cc1 (stereo not drawn)	13	19	0.94	-18	-5	6	6	6	-7
Cc1ccc(C(=O)OCC(=O)c2ccc(CC(=O)N3CCOCC3)s2)cc1C	-8	28	0.95	7	4	5	1	-2	4
CC(Oc1ccc(Cl)cc1Cl)C(=O)Nc1ccc2oc(-c3ccncc3)nc2c1 (stereo not drawn)	2	16	0.98	9	-1	2	0	14	1
N#C/C(=C/c1ccc(CNS(=O)(=O)c2ccccc2)o1)C(=O)NCc1ccccc1	8	2	0.84	-4	-1	16	-2	20	-4
Cc1[nH]c2ccccc2c1C(=O)C(=O)Nc1ccc2c(c1)OCO2	9	19	0.89	28	-2	11	5	22	-4
COc1cc(C(CCN2CCCC(C)C2)c2c(OC)cc(OC)c3c2OC(=O)CC3c2ccc(N(C)C)cc2)cc(OC)c1OC (stereo not drawn)	9	15	1	-8	-4	-1	-8	15	8
Cc1cc(Br)ccc1NC(=O)CN(C)C(=O)c1cc([N+](=O)[O-])ccc1N1CCOCC1	-4	5	0.96	-2	22	4	-2	10	-4
C=C(C)COc1ccc(-c2n[nH]c(C)c2-c2ccc(OC)c(OC)c2)c(O)c1	41*	-14	1.1	-49	1	-6	-6	44*	0
CCOc1ccc(S(=O)(=O)N2CCOCC2)c2ccccc12	-9	22	1	-21	2	-2	1	-13	-2
CCn1cc(CN2CCN(Cc3cccc(OC)c3)C(CCO)C2)c(C)n1 (stereo not drawn)	-7	15	0.98	-19	-1	2	-4	10	-1
Cc1ccc(C)c(S(=O)(=O)N2CCN(C(=O)CSC(=S)N3CCCC3)CC2)c1	6	8	0.97	-9	-2	3	-2	9	-12
Cc1ccc(NC(=O)C2CCN(S(=O)(=O)c3ccc4c(c3)NC(=O)C(C)S4)CC2)c(Cl)c1 (stereo not drawn)	6	2	1.2	-18	-6	-17	-4	25	-9
CC(Sc1nnc(N)s1)C(=O)NCc1ccc2c(c1)OCO2 (stereo not drawn)	4	11	0.89	8	1	12	-2	-12	0
COc1ccc(C2CC(c3ccccc3)n3nc(NC(=O)c4cccs4)nc3N2)cc1 (stereo not drawn)	18	18	0.92	-27	1	8	-1	18	-2
COc1ccc(NC(=O)C2=CCN(S(=O)(=O)c3ccccc3)CC2)cc1OC	16	-6	1.1	-12	-3	-7	-2	24	-6
O=C(Cn1cnc2c(nnn2-c2ccc(F)cc2)c1=O)N1CCCC1	-8	3	0.97	-4	-2	2	-1	6	-7
O=C(COC(=O)c1cc([N+](=O)[O-])ccc1NCCO)c1ccc(Cl)cc1	30	17	0.88	-61	0	12	4	23	-6
CCN(CC)S(=O)(=O)c1cccc(C(=O)NC(C(=O)Nc2nnc(C3CC3)s2)C(C)C)c1 (stereo not drawn)	0	9	0.86	13	-2	14	1	3	-2
O=C(CN(Cc1ccccc1)S(=O)(=O)c1ccc(Br)cc1)NCc1ccco1	14	3	0.97	5	4	3	-4	35	-3

17 of the compounds above, with values under each structure:
Under each structure – TIM10 inh, NLRP3 yeast inh, mIAP activ, hIAP block, A3A deaminase, mIAP inh, beta cell repl, tim10-1 inh, A3G deaminase
Cc1ccc(C2C(C#N)=C(N)N(N(C)C)C3=C2C(=O)CCC3)cc1 (stereo not drawn)
 : 13, 19, 0.94, -18, -5, 6, 6, 6, -7
Cc1ccc(C(=O)OCC(=O)c2ccc(CC(=O)N3CCOCC3)s2)cc1C
 : -8, 28, 0.95, 7, 4, 5, 1, -2, 4
CC(Oc1ccc(Cl)cc1Cl)C(=O)Nc1ccc2oc(-c3ccncc3)nc2c1 (stereo not drawn)
 : 2, 16, 0.98, 9, -1, 2, 0, 14, 1
N#C/C(=C/c1ccc(CNS(=O)(=O)c2ccccc2)o1)C(=O)NCc1ccccc1
 : 8, 2, 0.84, -4, -1, 16, -2, 20, -4
Cc1[nH]c2ccccc2c1C(=O)C(=O)Nc1ccc2c(c1)OCO2
 : 9, 19, 0.89, 28, -2, 11, 5, 22, -4
COc1cc(C(CCN2CCCC(C)C2)c2c(OC)cc(OC)c3c2OC(=O)CC3c2ccc(N(C)C)cc2)cc(OC)c1OC (stereo not drawn)
 : 9, 15, 1, -8, -4, -1, -8, 15, 8
Cc1cc(Br)ccc1NC(=O)CN(C)C(=O)c1cc([N+](=O)[O-])ccc1N1CCOCC1
 : -4, 5, 0.96, -2, 22, 4, -2, 10, -4
C=C(C)COc1ccc(-c2n[nH]c(C)c2-c2ccc(OC)c(OC)c2)c(O)c1
 : 41*, -14, 1.1, -49, 1, -6, -6, 44*, 0
CCOc1ccc(S(=O)(=O)N2CCOCC2)c2ccccc12
 : -9, 22, 1, -21, 2, -2, 1, -13, -2
CCn1cc(CN2CCN(Cc3cccc(OC)c3)C(CCO)C2)c(C)n1 (stereo not drawn)
 : -7, 15, 0.98, -19, -1, 2, -4, 10, -1
Cc1ccc(C)c(S(=O)(=O)N2CCN(C(=O)CSC(=S)N3CCCC3)CC2)c1
 : 6, 8, 0.97, -9, -2, 3, -2, 9, -12
Cc1ccc(NC(=O)C2CCN(S(=O)(=O)c3ccc4c(c3)NC(=O)C(C)S4)CC2)c(Cl)c1 (stereo not drawn)
 : 6, 2, 1.2, -18, -6, -17, -4, 25, -9
CC(Sc1nnc(N)s1)C(=O)NCc1ccc2c(c1)OCO2 (stereo not drawn)
 : 4, 11, 0.89, 8, 1, 12, -2, -12, 0
COc1ccc(C2CC(c3ccccc3)n3nc(NC(=O)c4cccs4)nc3N2)cc1 (stereo not drawn)
 : 18, 18, 0.92, -27, 1, 8, -1, 18, -2
COc1ccc(NC(=O)C2=CCN(S(=O)(=O)c3ccccc3)CC2)cc1OC
 : 16, -6, 1.1, -12, -3, -7, -2, 24, -6
O=C(Cn1cnc2c(nnn2-c2ccc(F)cc2)c1=O)N1CCCC1
 : -8, 3, 0.97, -4, -2, 2, -1, 6, -7
O=C(COC(=O)c1cc([N+](=O)[O-])ccc1NCCO)c1ccc(Cl)cc1
 : 30, 17, 0.88, -61, 0, 12, 4, 23, -6

The results go on.
SMILES	TIM10 inh	NLRP3 yeast inh	mIAP activ	hIAP block	A3A deaminase	mIAP inh	beta cell repl	tim10-1 inh	A3G deaminase
Cc1nn2c(-c3ccccc3)ccnc2c1-c1ccccc1	25	25	0.94	1	-7	6	-4	24	-8
Cc1ccn2c(=O)nc(SCC(=O)Nc3ccc4c(c3)OCCO4)nc2c1	-5	8	0.9	1	-2	10	-5	-10	-6
CCOC(=O)C1=C(COC(=O)C(CC)Oc2ccccc2)NC(=O)NC1C (stereo not drawn)	-17	30	1.1	-2	4	-9	2	-11	8
Cc1ccc(S(=O)(=O)N(C)C)cc1NC(=O)COC(=O)Cc1cccs1	1	8	0.98	3	1	2	7	-3	-6
Cc1ccc(NS(=O)(=O)c2ccc(Cl)s2)nc1	1	12	0.95	-8	-1	5	-4	2	-5
COc1cc(NC(=O)Cn2ncc3c2-c2ccccc2OC3)cc(OC)c1OC	5	6	1.1	20	-2	-12	1	22	-5
Cc1nc(CC(=O)NNS(=O)(=O)c2cccc(Cl)c2Cl)cs1	-5	17	0.89	-12	-1	11	7	3	-4
COc1ccccc1C(=O)NCCC(=O)Nc1ccc(C)cn1	9	-1	1	-10	-4	0	9	9	-4
COc1ccc(NC(=O)C2C3C=CC4(O3)C2C(=O)N(CCCN2CCCC(C)C2)C4C(=O)NC2CCCCC2)cc1 (stereo not drawn)	7	6	0.99	-7	-5	1	0	3	-6
CC(C)(C)c1ccc(OCC(=O)NCCN2CCCC2)cc1	2	9	0.96	12	0	4	-1	11	-3
Cc1ccc(-c2ccccc2NC(=O)CCl)o1	15	13	1	1	-7	0	-4	20	-7
CCn1c(C)c(C(=O)c2ccccc2)c(C#N)c1C(=O)O	-11	8	1	14	1	0	-4	4	1
COc1ccc(C(=O)N/C(=C\c2cc(OC)c(OC)cc2[N+](=O)[O-])C(=O)NCC(=O)O)cc1	4	19	1	-1	2	-4	-2	20	-8
CN(CCO)C1=CC(=O)CC(C)(C)C1	0	-3	0.93	3	-1	7	-1	11	-3
COC(=O)c1[nH]cnc1C(=O)c1ccccc1	-10	4	1.1	-11	2	-8	-2	10	7
O=S(=O)(NCCN1CCOCC1)c1ccc(-c2ccc(S(=O)(=O)NCCN3CCOCC3)cc2)cc1	2	8	0.88	11	0	12	0	7	-6
CC1CCCC(NC(=O)C2N(CCCN3CCCC3)C(=O)C3C(C(=O)Nc4ccc(Cl)cc4)C4C=CC32O4)C1C (stereo not drawn)	-5	13	1.2	-24	2	-20	2	18	5
COc1ccc(NC(=O)Nc2ccc3c(c2)C(=O)N([C@@H](C)CO)C[C@@H](C)[C@@H](CN(C)S(=O)(=O)c2cn(C)cn2)O3)cc1	0	6	1.7	-4	-3	-72	-2	12	-7
CCOC(=O)C(=O)NNc1cccc(C)c1C	-26	19	0.99	4	0	1	0	-17	31
CC1=CC(=O)N(c2ccn(C)n2)C1=O	10	34	0.96	2	-1	4	-2	9	0
COc1ccc(C(=O)NCCc2ccc(C)cc2)cc1OC1CCN(C(C)=O)CC1	5	1	0.98	5	-2	2	-1	-12	-3
CC(/C=N/NC(=O)c1cccs1)=C\c1ccco1	23	18	1	15	0	-2	-2	6	-3
CCOC(=O)C1CCN(C(=O)Nc2ccc(NC(=O)C3CCN(C(=O)OCC)CC3)cc2)CC1	-5	15	1	-11	-3	-4	-2	-6	-1
CN(c1ccccc1)S(=O)(=O)c1cccc(NC(=O)CN2C(=O)NC3(CCCC3)C2=O)c1	0	1	1	-4	12	-3	-4	4	-9
C#CCOc1c(Br)cc(/C=N/O)cc1OCC	8	-25	1	24	3	-1	-1	-5	1
O=C(O)c1ccc(NCc2ccncc2)cc1	-9	8	0.95	17	-1	5	2	10	-5
Cc1ccn2c(=O)c(C(=O)O)cnc2c1	8	-1	1.1	-29	-1	-5	-3	-11	-2
Cc1cccc(NC2=NCC(=O)N2Cc2cccs2)c1	5	-17	1.1	-9	0	-7	1	8	-6
N#CC1=C(N)N(c2ccccc2C#N)C2=C(C(=O)CCC2)C1c1ccsc1 (stereo not drawn)	10	5	1	12	1	-4	0	11	-10
O=C(COC(=O)CNC(=O)c1ccccc1)Nc1nnc(-c2ccccc2)o1	-19	-2	0.98	-21	10	2	-6	1	1
